Y pestis TopoI: inhibitors of Yersinia pestis topoisomerase I | Y. pestis Topo-I cleavage product accumulation, plate reader | activity, % at 10 µM | 360,000 compounds, 0.064% hits; in the data active = activity above about 50%, passing the limit was not always enough; also: inactives centre near 2
PriA SSB inh: inhibitors of Klebsiella pneumoniae PriA binding to SSB C-terminal tail; inhibition, % at 33 µM; AlphaScreen SSBct-PriA binding, biotinylated peptide; 430,000 compounds, 0.6% hits; in the data active = inhibition mostly above about 37%, no sharp cut-off; inactive = mostly below about 20%;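 also: plate controls were negative control peptide for no effect and reference peptide for full effect; strong numbers were not always called active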
Anthrax LF inh2: inhibitors of Bacillus anthracis lethal factor protease. P15917. multiplex microsphere protease cleavage assay, LF. inhibition, % at 10 µM. 360,000 compounds, 0.12% hits. AID 588501; also: plate controls were buffer without enzyme for full effect and enzyme alone for no effect
3CLpro inhibitor: SARS-CoV 3CLpro protease inhibition; P0C6X7; recombinant SARS-CoV 3CLpro, quenched FRET peptide cleavage; inhibition, % at 6 µM; 290,000 compounds, 0.14% hits; in the data active = inhibition above about 12%
DUSP3 inh: blocks human VHR1 dual specificity phosphatase. P51452. recombinant VHR phosphatase, pNPP absorbance. inhibition, % at 13.3 µM. 290,000 compounds, 0.52% hits. AID 1654; in the data active = inhibition above about 50%; also: some compounds called inactive have numbers as strong as hits
BH1578 lux ind: induces V. cholerae light production without autoinducers; V. cholerae BH1578 lux reporter, luminescence, 6 h; activation, % at 18.7 µM; 350,000 compounds, 0.16% hits; AID 588436; in the data active = activation mostly above about 9.7%, no sharp cut-off; also: not every result past the cut was called active; inactives centre near 0; reference of the scale not given here
PfHsp40 yeast: compounds rescuing yeast from Plasmodium falciparum HSP40 toxicity. growth rescue, % at 12.5 µM. 340,000 compounds, 0.68% hits. S. cerevisiae expressing PfHsp40, growth rescue, ATP luminescence; in the data active = growth rescue above about 28%, passing the limit was not always enough;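 also: yeast W303a lacking pdr1 and pdr3 grown in galactose medium; growth measured after three days at 30 °C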
TcdB inh: inhibitors of Clostridioides difficile toxin B glycohydrolase; P18177; TcdB glycohydrolase enzymatic assay, plate reader; inhibition, % at 9.99 µM; 350,000 compounds, 0.24% hits; in the data active = inhibition above about 10%
BoNT-A LC inh2: blocks Botulinum neurotoxin A light chain protease | multiplex microsphere protease substrate cleavage, flow cytometry | inhibition, % at 10 µM | 360,000 compounds, 0.17% hits | AID 588499; also: plate controls were buffer without enzyme for full effect and enzyme alone for no effect
CCHF vOTU inh: CCHFV vOTU protease inhibition; Pep-AMC fluorescence; 370,000 compounds, 0.55% hits; inhibition, % at 11.5 µM; in the data active = inhibition above about 30%; also: 0% = vehicle wells with enzyme and 100% = no enzyme wells
* marks the source's active call; other numbers are inactive results; i = inactive; · = not tested or not shown; & = joins results of further samples. Rule as the data show it, unless noted: active = inhibition above about 30%; inconclusive = no clear call, values can overlap the other calls; inactive = below that.

SMILES	Y pestis TopoI	PriA SSB inh	Anthrax LF inh2	3CLpro inhibitor	DUSP3 inh	BH1578 lux ind	PfHsp40 yeast	TcdB inh	BoNT-A LC inh2	CCHF vOTU inh
Cc1nc([N+](=O)[O-])c(Br)n1CC(=O)c1ccc(Br)cc1	11	-17	1	3	4	i	-0.2	·	0.2	-4
COc1ccc(C(=O)N(CN2CCCC2=O)c2cc(C)on2)cc1OC	-7	1&-17	2	-9	33	i	-0.7	·	3.7	5
O=C(NC1CCCCC1)C(c1ccncc1)N(C(=O)Cn1nnc(-c2cccs2)n1)C1CCCC1 (configuration not stated)	14	10	-2	-2	4	i	1.5	·	-1.1	-11
C[C@@H]1CN([C@H](C)CO)C(=O)c2cccc(NS(=O)(=O)c3ccccc3)c2O[C@H]1CN(C)C	3	8	-2	·	·	0.6	-1.0	0.1&-2.9	-0.3	-3
CS(=O)(=O)c1ccc(NCCc2ccc(S(N)(=O)=O)cc2)c([N+](=O)[O-])c1	-5	-2	-2	0	12	-0.4	0.9	-8.1	1.6	5
Cc1ccc(C)c(S(=O)(=O)Nc2ccc3oc(C)c(C(=O)O)c3c2)c1	-7	0	-3	10	8	-0.3	-0.7	2.3	1.0	3
O=C(COC(=O)C1CC1)Nc1ncc(C(F)(F)F)cc1Cl	4	-7	-2	3	18	-0.3	0.1	0.4	0.2	-3
C=C(C)c1cccc(C(C)(C)NC(=O)N(Cc2ccccc2)Cc2ccco2)c1	33	-18	0	1	20	·	-1.4	·	0.4	-4
COc1cccc(-n2c(N)cc(=O)nc2SCC(=O)N2CCN(c3ccccc3)CC2)c1	20	0&-11	1	-6	14	-1.7	-0.2	-2.8	0.9	2
O=C(NCCCNC(=O)c1cnccn1)c1cccc(Cl)c1	-5	-20	1	0	17	-0.4	0.4	-0.6	0.6	-8
C=CCc1cccc2cc(C(=O)OCC(=O)c3ccccc3)c(=O)oc12	5	-8&-6	·	5	15	i	-0.7	·	·	0
O=C(CN1CCOCC1)Nc1ccccc1-c1ccccc1	-1	-11	-9	-3	17	-0.2	-0.3	·	0.7	14
CC(C(=O)OCC(=O)Nc1ccc(S(N)(=O)=O)cc1)N1C(=O)c2ccccc2C1=O (configuration not stated)	2	-3	-3	·	·	i	-0.5	1.8	-0.3	-17
CC1CC(C)CN(C(=O)CN2C(=O)NC3(CCCCCCC3)C2=O)C1 (configuration not stated)	0	4	2	·	·	0.8	0.3	0.5	-0.1	5
CC(C)CNc1nnnc2c1sc1nc(N3CCOCC3)c3c(c12)CC(C)(C)SC3	-8	11	4	6	6	i	1.3	·	1.2	6
O=C(CCNC(=O)c1ccccc1)NC1CCCc2ccccc21 (configuration not stated)	-12	-12	2	·	·	-1.8	-0.8	-0.8	2.0	-4
O=C(CCCN1C(=O)c2cccc3cccc(c23)C1=O)NC1CCS(=O)(=O)C1 (configuration not stated)	-2	-14	-10	5	22	-0.2	1.1	0.1	-0.1	-14
Cc1cc2nc(C)c(=O)n(C)c2cc1C	-2	7	1	2	-5	3.4	0.8	·	0.7	-10
O=C(NCCCCCCNC(=O)c1ccc(Br)s1)c1ccc(Br)s1	-1	-2	0	-1	9	-13	1.5	·	0.4	-1
OCC[C@H]1C[C@@H](O)[C@H](O)[C@]2(CCc3ccccc3CO2)O1	-7	0	3	·	·	-0.3	-1.4	0.2	-0.1	-2
O=C1OC(c2ccccc2)c2ccccc21 (configuration not stated)	4	-16	-1	0	-17	i	-0.4	-0.1	-0.1	-5
O=C(OCCCOc1ccc(F)cc1)c1ccc(O)cc1O	14	-21	2	2	-6	-1.1	5.2	1.1	0.0	12
Oc1ccccc1Cn1nnc2ccccc21	4	-1	-3	1	-6	0.0	-0.9	1.2	0.2	-5
CCOC(=O)c1c(NC(C)=O)sc2c(OC(C)=O)cccc12	3	-17	1	6	-10	-7.1	-0.3	·	-0.1	11
Cc1ccc(NC(=O)CSc2nnc(-c3cnccn3)n2Cc2ccco2)cc1	13	5	-5	-4	12	i	1.2	·	-2.7	10
COC(=O)C1=C(C(=O)OC)[C@@H]2Nc3ccccc3[C@@]23C[C@@H](C(=O)OC)N(C(=O)CC(C)C)C3=N1	8	3	-13	·	·	i	-0.5	0.9	0.2	14
O=C(O)CNc1nc(-c2ccccc2)nc2c1oc1ccccc12	2	3	1	1	13	-0.5	-0.2	0.9	0.9	0
CC(=O)Nc1ccc(CN(C)c2c(C)nc3ccc(C(=O)N4CCN(c5ccccc5)CC4)cn23)cc1	24	·	-1	·	·	0.2	·	1.0	-0.1	2
CC1(C)CC(=O)c2sc(NS(=O)(=O)c3ccc([N+](=O)[O-])cc3)nc2C1	1	-2	-2	5	14	i	-0.5	-6.8	-0.4	19
N=C1/C(=C/c2cccn2Cc2ccc(F)cc2)C(=O)N=C2SC=CN12	-9	-3	-1	-4	6	-0.4	-1.1	1.4	-0.2	23
COc1ccc(C)cc1NC(=O)C1CCN(C(=O)C2CC(=O)N(c3ccc(C)cc3)C2)CC1 (configuration not stated)	27	-3	3	1	40	-0.2	0.1	0.4	-3.1	2
O=C(Nc1ccccc1C(F)(F)F)c1cnccn1	-3	-1	-7	-2	-4	-0.8	-0.4	-0.3	2.4	-8
CC(C)CN1CCNC(=O)C1CC(=O)NCc1cnn(-c2cccc(F)c2)c1 (configuration not stated)	13	-9	-2	0	14	i	0.1	8.5	1.0	2
Cc1ccc(C)c2[nH]c(=O)c(CN(Cc3ccco3)S(=O)(=O)c3ccc4c(c3)OCCO4)cc12	-11	3	-2	4	-5	2.3	0.8	·	3.1	9
O=C(C1=NN[C@@H]2C(=O)N(c3cccc(F)c3)C(=O)[C@H]12)c1cnccn1	3	-2	-8	-4	13	i	0.9	-1.4	-10	-12
CC1(c2ccccc2)NC(=O)N(CC(=O)NNC(=O)c2ccccc2)C1=O (configuration not stated)	7	-15	2	-6	13	i	-0.5	1.1	1.2	-16
COc1ccc(CCNC(=O)COc2cc(C)cc3oc(=O)cc(C)c23)cc1	0	-6	0	2	-2	6.2	0.4	1.5	-0.6	4
O=C(O)c1ccc(-c2ccccn2)s1	4	-3&-4	-3	2	15	-0.3	-1.2	0.4	-2.7	-15
CC1(C)Cc2c(cnn2-c2ccccc2)C(NC(=O)CCN2CCCCO2)C1 (configuration not stated)	-4	1	-3	-5	44	i	0.6	0.2	-3.2	11
COc1ccc(C(=O)NC(C)c2nnc(SCc3ccc(Cl)c(Cl)c3)n2C)cc1 (configuration not stated)	25	-23	0	3	14	-0.2	2.1	·	0.4	-14
O=C(NC1CCCCC1)N1Cc2cc(N3CCOCC3)ccc2-n2nncc2C1	·	·	-5	·	·	·	·	0.4	-0.1	17
CCOC(=O)C1CCCCN1Cc1cccc(F)c1 (configuration not stated)	-7	5	-4	-7	-5	i	-0.2	0.8	0.1	8
Nn1c(SCCOc2ccccc2)nnc1-c1cccnc1	2	5	-1	-1	0	i	0.2	0.6	0.5	-1
O=C(/C=C/c1ccc2c(c1)OCCO2)c1ccccc1	-3	3	·	-2	25	-0.4	-1.7	0.8	·	3
CCCCC(O)(c1ccc(F)cc1)C(CN1CCOCC1)c1ccc(Cl)cc1 (configuration not stated)	34	0	-8	-1	-8	-0.3	2.3	0.8	-2.5	-7

Reprinted at random: 5 compounds from above
SMILES	Y pestis TopoI	PriA SSB inh	Anthrax LF inh2	3CLpro inhibitor	DUSP3 inh	BH1578 lux ind	PfHsp40 yeast	TcdB inh	BoNT-A LC inh2	CCHF vOTU inh
Nn1c(SCCOc2ccccc2)nnc1-c1cccnc1	2	5	-1	-1	0	i	0.2	0.6	0.5	-1
CC1(C)Cc2c(cnn2-c2ccccc2)C(NC(=O)CCN2CCCCO2)C1 (configuration not stated)	-4	1	-3	-5	44	i	0.6	0.2	-3.2	11
O=C(/C=C/c1ccc2c(c1)OCCO2)c1ccccc1	-3	3	·	-2	25	-0.4	-1.7	0.8	·	3
CC(C)CN1CCNC(=O)C1CC(=O)NCc1cnn(-c2cccc(F)c2)c1 (configuration not stated)	13	-9	-2	0	14	i	0.1	8.5	1.0	2
O=C(NC1CCCCC1)N1Cc2cc(N3CCOCC3)ccc2-n2nncc2C1	·	·	-5	·	·	·	·	0.4	-0.1	17

Following part:
SMILES	Y pestis TopoI	PriA SSB inh	Anthrax LF inh2	3CLpro inhibitor	DUSP3 inh	BH1578 lux ind	PfHsp40 yeast	TcdB inh	BoNT-A LC inh2	CCHF vOTU inh
Cc1ccnc(NC(=O)c2ccc(OCc3c(C)noc3C)cc2)c1	-1	-1	·	·	·	-0.4	2.3	-2.6	·	-6
CC(C)N(C(=O)Cn1c(-c2cccnc2)ccc(C#N)c1=O)C(C)C	2	-6	-19	-3	12	i	-0.2	1.1	-2.9	-12
Cn1c(=O)[nH]c(=O)c2c1nc(Sc1ncccn1)n2CCCc1ccccc1	-1	-11	3	2	29	-0.2	-1.2	·	-0.5	-13
N#Cc1cnn(-c2nc3sc4c(c3c(=O)[nH]2)CCCC4)c1N	3	-11	8	-2	3	6.9	-0.4	·	-1.8	-46
C[C@H]1CN=C(N(C)C)N1CCCC1CCCCC1	-7	-3	-6	·	·	-0.6	-1.2	0.5	-1.0	4
COc1ccc([C@H]2N[C@]3(CCCN(Cc4ccc(Cl)cc4)C3=O)[C@H]3C(=O)N(Cc4ccccc4)C(=O)[C@@H]23)cc1	16	·	-5	·	·	i	·	0.3	-0.3	5
CC/C(=N\NC(=O)c1ccccc1)c1c(O)n(C2CCCCC2)c(=O)[nH]c1=O	1	·	-2	7	18	i	0.0	-0.9	-1.9	9
COc1ccc(Br)cc1/C=N/NC(=O)c1cccnc1	-16	·	-4	2	-18	-0.2	-1.3	0.6	-1.8	-10
Cc1ccc(OCc2cc(C(=O)N3CC4C[C@@H]5CC3C[C@H](C4)C5)no2)cc1C	-4	7	-1	5	29	i	-1.9	1.5	-0.7	-2
CCC(C)NC(=O)c1cn(CC)c2ccc(S(=O)(=O)N3CCCCCC3)cc2c1=O (configuration not stated)	23	0	1	5	30	-6.2	-1.0	1.7	-0.6	16
Cc1cc(C)c(N2CCN(S(=O)(=O)N3CCCCCC3)CC2)c(C)c1	-2	-12	-4	-1	13	-0.5	2.9	·	0.8	5
CC1=CCC2C(=O)N(c3ccc4ccccc4n3)C(=O)C2C1 (configuration not stated)	-7	-3	2	-2	-23	1.3	1.3	·	0.7	-10
CC1=C(C(=O)Nc2cccc(C(=O)NCc3ccc(F)cc3)c2)SCCO1	2	4	-2	-2	-2	-2.6	-1.2	0.1	-1.1	-4
O=C(Cc1cccs1)NCC1CCCO1 (configuration not stated)	1	-6	0	-1	18	i	0.1	1.6	-1.1	-9
O=C(CN(C(=O)CNS(=O)(=O)c1ccc(F)cc1)c1ccccc1F)NCc1ccco1	5	-12	-4	3	18	i	0.5	-4.4	-2.1	20
O=C1NC(=O)C2C3OC(C(Br)C3Br)C12 (configuration not stated)	-3	·	6	·	·	-5.9	·	-6.1	-0.4	7
Cc1ccc(N2CC(C)Cn3c2nc2c3c(=O)[nH]c(=O)n2C)cc1C (configuration not stated)	-3	-18	5	0	6	-0.3	0.0	1.0	0.9	-14
COCCCNC(=O)Cn1cnc2sc(C)c(S(=O)(=O)N3CC(C)CC(C)C3)c2c1=O (configuration not stated)	3	-13	-3	-7	-8	i	-1.6	·	-3.1	·
Cc1cc(NS(=O)(=O)c2ccc(NC(=S)NC(=O)c3ccncc3)cc2)no1	0	-2	-3	1	9	-0.7	0.1	0.0	-1.5	0
O=C(Nc1cc(Cl)ccc1O)C1CC(c2ccccc2O)=NO1 (configuration not stated)	-4	13	-1	4	-13	i	0.4	0.2	-6.8	-2
Cc1ccccc1NC(=S)N/N=C/c1ccc(O)cc1O	-19	·	-4	5	1	i	-0.7	3.1	-0.9	1
Clc1nc(CN2CCOCC2)nc2sc3c(c12)CCC3	-6	-8	-4	-1	9	-0.3	-0.4	2.0	-0.2	-8

Bioassay records deposited in PubChem BioAssay by several laboratories.

The list is partial, so the mix of outcomes need not match the whole.
